# Screening results: PubChem BioAssay, National Center for Advancing Translational Sciences (NCATS)
# hERG WT inh – inhibitors of human wildtype KCNH2 potassium channel; Q12809; U2OS, BacMam KCNH2, thallium flux FluxOr; active compounds read low; activity change, % at 1.84 µM; 340,000 tested, 0.37% active; AID 720551;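 active = maximum activity change below -70%; inconclusive = maximum activity change between -70% and -50%; inactive = maximum activity change above -50%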; note: % is set by controls: 0 for no effect and ±100 for the full control effect
#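 U2OS cells transduced with wild-type KCNH2 virus are loaded with FluxOr dye for 45 min, and thallium flux is measured in kinetic reads before and after stimulation buffer. Rate constants are normalized to DMSO controls.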
# TRPV1 agonist – activates the human vanilloid receptor TRPV1; Q8NER1; TRPV1-expressing cells, Fluo-8 calcium influx, agonist mode; activation, % at 8.33 µM; 320,000 tested, 0.19% active; AID 540275; in the data active = activation above about 80%; inconclusive = between about 30% and that limit; note: 0% is about no effect
#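 Fluo-8 calcium influx in TRPV1-expressing cells, kinetic read (ex 480/em 520 nm). Compound added and read 3 min for agonist activity, followed by capsaicin at EC20 final and 2 min further read for enhancement.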
# A-T KAP1 phos – candidate therapy for ataxia-telangiectasia. […] A-T fibroblasts, KAP-1 phosphorylation AlphaLISA; neocarzinostatin DNA damage 30 min before lysis. AID 485349. Potency, µM (highest dose often 57.5 µM), inactives show at the highest dose activation, hits mostly activators. 320,000 tested, 0.19% active; note: potency is the fitted concentration of half-maximal effect; % of control where 0% means no effect; nearly all actives have a fitted effect of over 45% in size
#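 hTERT-immortalized A-T patient fibroblasts ([…]), 500 cells/well in OPTI-MEM, 1% FBS, got compounds for 60 min, then NCS for 30 min at 37C. Lysates were then assayed for phospho-KAP-1 by AlphaLISA (anti-pKAP1 donor, anti-KAP1 acceptor beads), 6 hr at 25C.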
# a7 integrin act – activates integrin-mediated alleviation for muscular dystrophy; Potency, µM (doses to about 38.3 µM), for inactives: at the top dose activation, hits mostly activators; AID 624291; alpha7betagal myoblasts, beta-gal FDG fluorescence, 48 h; 350,000 tested, 0.064% active;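 note: potency is the fitted concentration of half-maximal effect; 100% = response of the positive control SU9516; nearly all actives have a fitted effect of over 60% in size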
#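 alpha7betagal+/- myoblasts (passage 13, 250/well) treated 48 h at 37C with compounds at 1:260 dilution of DMSO stock. Lysed, then beta-galactosidase activity read as FDG fluorescence (ex 480/em 540) after 30 min, with pre-read for autofluorescence.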
# ASM inhibitor – blocks human secretory acid sphingomyelinase | AID 504937 | placental ASM, HMU-PC fluorogenic substrate, 60 min | Potency, µM (series often up to 57.5 µM), without a hit: at the top dose activity change, negative = inhibition, actives largely listed as inhibitors | 340,000 tested, 0.006% active | P17405; note: potency is the fitted concentration of half-maximal effect
# Target sequence (P17405 47-631 limits assumed): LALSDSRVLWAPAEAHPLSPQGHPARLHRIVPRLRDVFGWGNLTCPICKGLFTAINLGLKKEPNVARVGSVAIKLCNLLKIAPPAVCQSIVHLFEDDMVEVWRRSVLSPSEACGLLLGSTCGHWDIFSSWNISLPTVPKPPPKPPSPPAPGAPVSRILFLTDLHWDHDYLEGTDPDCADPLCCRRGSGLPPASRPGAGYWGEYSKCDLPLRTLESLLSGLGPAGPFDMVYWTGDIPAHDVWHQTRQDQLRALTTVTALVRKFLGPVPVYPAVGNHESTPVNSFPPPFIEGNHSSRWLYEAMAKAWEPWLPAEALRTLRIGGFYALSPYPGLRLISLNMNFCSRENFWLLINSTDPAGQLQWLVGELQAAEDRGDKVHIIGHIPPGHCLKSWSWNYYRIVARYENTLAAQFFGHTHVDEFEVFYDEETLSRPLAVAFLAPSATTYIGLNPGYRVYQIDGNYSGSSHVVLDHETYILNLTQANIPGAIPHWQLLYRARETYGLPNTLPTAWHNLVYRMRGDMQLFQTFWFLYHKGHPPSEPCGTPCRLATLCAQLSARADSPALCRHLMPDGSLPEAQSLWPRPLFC
#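 qHTS format. ASM enzyme prepared from human placenta hydrolyses the fluorogenic substrate HMU-PC0 (9 uM final) over 60 min at 37 °C after a 10 min compound preincubation.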
# GALK inhibitor – inhibitors of human galactokinase; P51570; Purified GALK, Kinase-Glo residual ATP luminescence; Potency, µM (doses to about 57.5 µM), for the others: at the top dose activity change, negative = inhibition, actives largely listed as inhibitors; 270,000 tested, 0.007% active; AID 1868; note: potency is the fitted concentration of half-maximal effect; % is set by controls: 0 for no effect and ±100 for the full control effect
# Target sequence (P51570 whole entry, looked up): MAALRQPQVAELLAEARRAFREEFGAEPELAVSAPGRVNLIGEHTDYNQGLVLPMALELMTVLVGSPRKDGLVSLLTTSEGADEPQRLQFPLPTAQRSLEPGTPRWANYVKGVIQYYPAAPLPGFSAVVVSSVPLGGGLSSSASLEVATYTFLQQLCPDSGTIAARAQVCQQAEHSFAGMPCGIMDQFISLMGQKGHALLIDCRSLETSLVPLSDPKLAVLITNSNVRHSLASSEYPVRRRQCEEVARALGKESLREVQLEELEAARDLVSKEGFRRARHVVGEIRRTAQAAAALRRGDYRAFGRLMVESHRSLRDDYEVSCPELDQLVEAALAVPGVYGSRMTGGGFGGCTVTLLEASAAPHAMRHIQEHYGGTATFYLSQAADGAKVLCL
#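 GALK at 5 nM final was combined with compound, 35 uM ATP and 100 uM galactose in HEPES pH8.0 with MgCl2 and DTT. The reaction ran one hour at room temperature before luminescent ATP detection.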
# FBPA coupling cs – counter-screen for Giardia aldolase inhibitors: coupling enzyme system | coupling enzyme system counterscreen, AmpLite Red fluorescence | activity change, negative = inhibition, % at 58.2 µM, hits read low | 290,000 tested, 0.67% active; in the data active = activity change below about -30%; note: % is set by controls: 0 for no effect and ±100 for the full control effect
#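 Counterscreen lacking aldolase: glyceraldehyde-3-phosphate coupling-enzyme reagent preincubated 10 min at RT with compound (at 57.5 uM final), then substrate/coupling system with AmpLite Red added; fluorescence read at 525/598 nm after 20 min RT.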
# MLL CXXC-DNA inh – blocks binding of human MLL CXXC domain to DNA | Q03164 | MLL-CXXC / FITC-HOXA9 DNA fluorescence polarization | Potency, µM (titrated, usually from 115 µM), without a hit: top-dose activity change, negative = inhibition, actives largely listed as inhibitors | 290,000 tested, 0.037% active; active = well fitted inhibition curve with a large enough effect in the polarisation, with a control signal flat, not every such curve was filed as active; inconclusive = small, poorly fitted or top-dose-only effect, or effect the other way, or a change in a side signal; inactive = no such curve, though single readings can be large or run the other way; the % refers to the polarisation; note: potency is the fitted concentration of half-maximal effect
#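 Fluorescence polarization: 7 uM MLL-CXXC (stock) preincubated 5 min with compounds, then 50 nM fluorescein-HOX-A9 DNA (stock) added; 30 min ambient. Buffer 50 mM Tris-HCl pH 7.5, 50 mM NaCl, 1 mM DTT, 0.05% BSA.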
# KCNH2 3.1 block – blocks the human KCNH2 3.1 channel isoform; U2OS KCNH2 3.1, thallium flux FluxOr; active compounds read low; activity change, % (tested at about 1.8 µM); 340,000 tested, 0.95% active; AID 720553;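 active = maximum activity change below -70%; inconclusive = maximum activity change from -70% to -50%; inactive = maximum activity change above -50%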;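 note: thallium influx rate constant from kinetic fluorescence after stimulation buffer; % is set by controls: 0 for no effect and ±100 for the full control effect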
#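 Thallium flux read-out: FluxOr dye with Red40 quencher in HBSS/HEPES, 45 min at RT. Rate constants from kinetic reads were normalized to positive and negative DMSO controls. Cells: U2OS virally expressing the 3.1 isoform.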
# MBNL1 CUG block – blocks human MBNL1 binding to CUG repeat RNA. Q9NR56. AID 2675. Potency, µM (series often up to 57.5 µM), for the others: top-dose activity change, negative = inhibition, hits mostly inhibitors. TR-FRET MBNL1-His/biotin-(CUG)12 binding, 665/545 ratio. 280,000 tested, 0.036% active; active = well fitted inhibition curve with a large enough effect in the signal ratio, with a control signal flat, not every such curve was filed as active; inconclusive = small, poorly fitted or top-dose-only effect, or effect the other way, or a change in a side signal; inactive = no such curve, though single readings can be large or run the other way; the % refers to the signal ratio; note: potency is the fitted concentration of half-maximal effect; % is set by controls: 0 for no effect and ±100 for the full control effect
#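 His-tagged MBNL1 binding to biotinylated (CUG)12 RNA was measured by TR-FRET using terbium anti-His antibody (0.055 ng/ul final) and streptavidin-XL665 (5 nM final). Compounds were titrated 92 nM to 58 uM; 60 min at room temperature.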
# An asterisk follows results filed as active; ? = inconclusive; nt = no result given; [ ] = another dose, or the depositor's remark. Unless noted, calls come from the whole dose curve; as a rule, active = well fitted curve in the direction sought with a large enough effect; inconclusive = small, poorly fitted or top-dose-only effect, or another doubt; inactive = no such curve, though single readings can be large; an effect the other way counts as inactive or inconclusive. This is a random part of the collection; about 2% have a hit in one of these screens.
# Start of the data: the first 2 records, ahead of the listing:
SMILES,hERG WT inh,TRPV1 agonist,A-T KAP1 phos,a7 integrin act,ASM inhibitor,GALK inhibitor,FBPA coupling cs,MLL CXXC-DNA inh,KCNH2 3.1 block,MBNL1 CUG block
O=C(O)/C=C/C(=O)c1c(-c2ccccc2)[nH]c2ccccc12,3.9,-0.8,5.3%,13.5%,4.7%,-2.2%,2.3,?,3.4,4.0%
O=C(Nc1ccccc1)N1CCC(C(=O)N(Cc2ccco2)Cc2cccs2)CC1,-9.0,-6.1,1.8%,-17.4%,-2.2%,3.9%,3.4,5.4%,6.4,2.4%

# Main list (from the top)
SMILES,hERG WT inh,TRPV1 agonist,A-T KAP1 phos,a7 integrin act,ASM inhibitor,GALK inhibitor,FBPA coupling cs,MLL CXXC-DNA inh,KCNH2 3.1 block,MBNL1 CUG block
O=C(O)/C=C/C(=O)c1c(-c2ccccc2)[nH]c2ccccc12,3.9,-0.8,5.3%,13.5%,4.7%,-2.2%,2.3,?,3.4,4.0%
O=C(Nc1ccccc1)N1CCC(C(=O)N(Cc2ccco2)Cc2cccs2)CC1,-9.0,-6.1,1.8%,-17.4%,-2.2%,3.9%,3.4,5.4%,6.4,2.4%
Cc1cc(C)c(C#N)c(SCS(=O)Cc2ccc(Cl)cc2)n1 (stereo not drawn),5.7,7.6,3.6%,28.5%,-8.2%,-4.2%,3.7,8.2%,2.5,5.0%
CCOc1ccccc1N(CC(=O)NC(C)(C)C)C(=O)c1ccc(CN2CCOCC2)o1,25.3,11.3,1.9%,17.2%[7.66 µM],7.0%,4.2%,1.0,3.5%,19.4,-10.2%
CC(=O)Nc1ccc(CN2CCC(n3nccc3NC(=O)CCc3ccccc3)CC2)cc1,6.3,1.5,11.0%,-17.8%,2.0%,-1.9%,nt,23.1%,-24.7,-3.3%
COc1ccc(C23CC4CC(CC(C(=O)O)(C4)C2)C3)c(F)c1,8.4,-3.4,16.7%,?,-3.8%,-2.0%,5.4,-2.7%,29.3,5.7%
O=C(OCc1nc2ccccc2[n+]([O-])c1C(=O)c1ccccc1)c1cccs1,3.1,8.9,0.2%,17.9%,1.8%,0.8%,-1.0,4.1%,-5.9,nt
COCCn1nnnc1C(c1ccc(O)c(OC)c1)N1CCc2ccccc2C1 (stereo not drawn),5.6,0.8,2.8%,-24.0%,2.9%,-1.9%,-2.8,-2.8%,-15.8,2.2%
CCCCNC(=O)c1ccc2c(c1)N(CC)C(=O)CS2,-5.0,-0.6,7.4%,-3.2%,-0.2%,-1.7%,2.5,-1.7%,7.5,-15.1%
CCCc1ncc(CN2CCCC(C(=O)Nc3ccc(-c4cccc(OC)c4)cc3)C2)cn1 (stereo not drawn),7.5,15.8,-0.1%,-47.1%[inhibitor],-5.6%,-5.5%,-0.9,12.5%,-2.1,-10.4%
Nc1cc(N)c(OCC(F)(F)F)cc1OCC(F)(F)F,1.9,6.3,3.1%,-26.5%,-2.4%,-0.5%,-49.8*,-16.6%,0.9,?
CCc1c(C)nc(N)nc1Cl,-18.9,-6.2,9.0%,8.7%,-1.6%,-1.6%,-0.9,7.2%,-30.0,3.1%
CCc1c(C2(O)CCCCC2)[nH]c2ccc(C#N)cc12,1.9,nt,nt,-2.2%,-0.3%,nt,nt,nt,4.8,nt
CCOc1ccc(N(CC(=O)Nc2cccnc2)S(=O)(=O)c2ccc(C)cc2)cc1,12.0,?,-1.3%,1.3%,-4.2%,nt,nt,nt,1.9,nt
Cc1ccc(CC2CC(=O)N(CCc3ccc4c(c3)OCO4)C2=O)cc1 (stereo not drawn),1.3,27.8,3.8%,-20.4%,-8.1%,0.3%,-0.9,5.8%,-4.1,3.9%
O=C(CSc1nn(-c2ccc(F)cc2)c(=S)s1)N1CCN(C(=O)c2ccco2)CC1,16.4,-2.7,2.8%,-8.6%,1.3%,2.6%,-1.0,-0.3%,-22.9,-5.5%
CC1=C(C(=O)OCC2CCCO2)C(c2ccc(C)cc2)C2=C(CCCC2=O)N1 (stereo not drawn),-3.3,-2.2,10.4%,21.2%,480.8%[activator],2.6%,0.2,7.0%,2.6,nt
N/C(=N\OC(=O)C1CCCCC1)c1cccc([N+](=O)[O-])c1,-16.4,24.2,11.4%,-9.7%,-1.5%,-0.1%,-2.5,3.1%,15.4,?
O=C(c1nc(-c2ccccc2)n(-c2ccccc2)n1)N1CCCCCC1,3.5,?,6.5%,0.0%,2.7%,0.0%,1.0,-3.9%,-13.8,5.1%
Cn1cnnc1SCC(=O)NC1CCCCCC1,3.4,0.4,0.8%,23.7%,3.7%,-3.4%,nt,-6.3%,?,-1.4%
CN(C)c1cc[nH]c(=O)c1C#N,7.1,0.1,-2.3%,7.1%,4.5%,1.2%,4.3,-8.4%,27.8,2.8%
COc1cccc(-c2ocnc2C(=O)Nc2ccc(N3CCOCC3)cc2N2CCOCC2)c1,11.9,11.4,4.6%,-2.5%,-11.5%,9.8%,-5.4,3.2%,5.2,-0.7%
Cc1ccc(NC(=O)CC2C(=O)NCCN2C(=O)c2ccc(F)cc2)cc1 (stereo not drawn),3.0,1.1,6.8%,0.0%,1.7%,-1.1%,0.3,?,-3.9,-6.1%
CNc1c(-n2cc(C(=O)OC)c(C(=O)OC)c2C(=O)OC)c(=O)n(C)c(=O)n1C,-16.5,-0.3,-28.5%,-15.6%,3.6%,8.7%,3.1,-13.7%,4.8,-0.5%
Fc1ccc2nc(N3CCCC3)sc2c1,-0.8,-0.1,5.1%,-55.4%[inhibitor],-1.0%,-1.0%,0.3,1.6%,3.9,-2.9%
CCOC(=O)c1ccccc1NC(=O)c1cccs1,3.7,10.4,8.4%,-0.5%,-1.8%,-3.5%,0.8,2.1%,5.9,11.6%
NC(=S)NN=C1CCCCCCCCC1,12.5,nt,nt,14.6%,-3.0%,nt,nt,nt,17.1,nt
CC(=O)N(c1c(C)n(C)n(-c2ccccc2)c1=O)C1(C(=O)NC2CCCC2)CCCCC1,8.2,2.5,2.1%,7.6%,4.5%,-2.1%,0.7,-1.2%,17.1,3.4%
COc1cc(NC(=O)C2=C(N3CCOCC3)/C(=C/c3ccc(Cl)cc3)CC2)cc(OC)c1OC,1.7,14.7,-1.9%,-11.5%,-2.1%,-0.5%,-3.7,14.1%,12.9,-5.3%
CC(=O)c1cc(CN2CCC(C(=O)Nc3cccc(-c4cscn4)c3)CC2)cs1,26.9,4.1,0.8%,-37.8%,-0.4%,-4.7%,nt,8.8%,nt,-2.3%
O=C1C2CCC(C2)C1CN1CCOCC1 (stereo not drawn),1.2,nt,nt,?,4.4%,nt,nt,nt,-0.5,nt
CCOc1ccccc1NS(=O)(=O)c1csc(C(N)=O)c1,3.2,-7.0,4.0%,-8.7%,-1.7%,nt,0.6,-6.1%,-15.4,-4.7%
O=C(c1cc(-c2ccccc2)nc2ccccc12)N1N=C(C(F)F)CC1(O)C(F)F (stereo not drawn),-9.4,-2.0,-12.5%,8.6%,-20.6%,5.2%,-0.1,-4.1%,-11.6,-6.0%
CSc1nc(C)c(CCOCc2ccccc2)c(=O)[nH]1,11.8,6.4,3.1%,-19.9%,-0.3%,-0.8%,5.5,2.6%,-7.9,-4.3%
CC(=O)NCCc1ccc(C(=O)COC(=O)c2cccn2C)cc1,-10.5,nt,16.6%,1.0%,0.9%,nt,nt,nt,9.3,nt
CCCCNS(=O)(=O)c1ccc(NC(=O)C2CCCO2)cc1 (stereo not drawn),-2.6,1.8,-7.5%,31.4%,4.4%,1.3%,2.7,12.9%,-0.9,14.7%
COc1ccccc1NC1SC(=O)N(c2ccccc2)C1=O (stereo not drawn),-4.8,-2.4,6.6%,-24.6%,3.1%,0.6%,1.1,0.7%,7.7,5.1%
COc1ccccc1Nc1cc(C(=O)N2CCc3ccccc3C2)c2ccccc2n1,nt,5.6,5.9%,nt,nt,-2.2%,-1.3,-0.1%,nt,-0.5%

# Some of these compounds in order of the ASM inhibitor value, rising:
canonical_smiles | ASM inhibitor
CCOc1ccccc1NS(=O)(=O)c1csc(C(N)=O)c1 | -1.7%
CSc1nc(C)c(CCOCc2ccccc2)c(=O)[nH]1 | -0.3%
CC(=O)NCCc1ccc(C(=O)COC(=O)c2cccn2C)cc1 | 0.9%
COc1ccccc1NC1SC(=O)N(c2ccccc2)C1=O (stereo not drawn) | 3.1%
CCCCNS(=O)(=O)c1ccc(NC(=O)C2CCCO2)cc1 (stereo not drawn) | 4.4%
